Source: PubChem (National Center for Advancing Translational Sciences (NCATS))
TCR act: T cell receptor activation. AID 504894. Potency, µM (doses to about 9.22 µM), for the others: at the top dose activation of IL-2 secretion, hits mostly activators. 330,000 tested, under 10 active. primary human leukocytes, anti-CD3, IL-2 HTRF, 48 h; further: % of control where 0% means no effect
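Readout: HTRF IL-2, Eu-cryptate/d2 antibody pair, 320nm excitation, 665nm emission. Stimulus: a-CD3 beads, no co-stimulation. Cells: primary human leukocytes. Exposure: 48 hr with compound.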
Mito fusion act: blocks mitochondrial division or promotes mitochondrial fusion. S. cerevisiae fusion-defective mutant growth rescue, CellTiterGlo 48 h. 0.23% of 320,000 active. AID 485298. Potency, µM (series often up to 46.1 µM), for inactives: at the highest dose growth rescue (activation), most hits filed as activators;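 further: potency means the concentration at half of the fitted maximal effect; % of control where 0% means no effect; nearly all actives have a fitted effect of over 45% in size; temperature-sensitive fusion mutants such as fzo1-1 at 37 °C on non-fermentable ethanol glycerol medium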
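S. cerevisiae fusion-defective temperature-sensitive mutants (e.g. fzo1-1, mgm1-5) grown 48 h at 37C in YPEG (ethanol/glycerol non-fermentable) medium with 23 nl compound per well; growth rescue read as CellTiterGlo luminescence.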
KCNH2 3.1 inh: blocks the human KCNH2 3.1 channel isoform. U2OS KCNH2 3.1, thallium flux FluxOr; hits give low values. activity change, % (tested at about 1.8 µM). 0.95% of 340,000 active. AID 720553;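 active means maximum activity change below -70%; inconclusive means maximum activity change from -70% to -50%; inactive means maximum activity change above -50%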;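 further: thallium influx rate constant from kinetic fluorescence after stimulation buffer; on the % scale 0 is the no-effect control and ±100 the full control effect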
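FluxOr-based Tl+ influx in U2OS cells transduced with KCNH2 3.1 virus; rate constants normalized to DMSO controls.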
AT treatment: potential ataxia-telangiectasia treatment. […] A-T fibroblasts, KAP-1 phosphorylation AlphaLISA; neocarzinostatin DNA damage 30 min before lysis. Potency, µM (highest dose often 57.5 µM), inactives show top-dose activation, hits mostly activators. 0.19% of 320,000 active; further: potency means the concentration at half of the fitted maximal effect; % of control where 0% means no effect; nearly all actives have a fitted effect of over 45% in size
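ATM-like activity read as KAP-1 phosphorylation via AlphaLISA donor/acceptor antibody pairs after lysis and 6 hr at 25C. Cells were ATM-null patient fibroblasts ([…], hTERT), dosed 60 min, then exposed to the DSB inducer NCS for 30 min.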
USP2a inh: USP2a (human) protease inhibition | USP2 core, Ub-CHOP2 coupled fluorogenic reporter, 485/531 | Potency, µM (doses to about 38.3 µM), for inactives: at the highest dose activity change, negative = inhibition, actives largely listed as inhibitors | 0.01% of 330,000 active;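 further: potency means the concentration at half of the fitted maximal effect; plate controls were DMSO wells for no effect and full inhibition by NEM control for full effect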
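Deubiquitinase activity read as fluorescence (485/531 nm) after Ub-CHOP2 cleavage activates the enterokinase reporter on its substrate; USP2 core 10nM, Ub-CHOP2 and substrate 25nM each, 30min compound preincubation then 60min RT; data normalized to NEM, curves fitted.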
hERG WT inh: blocks the wildtype human KCNH2 potassium channel | Q12809 | U2OS, BacMam KCNH2, thallium flux FluxOr; hits give low values | activity change, % at 1.84 µM | 0.37% of 340,000 active;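 active means maximum activity change below -70%; inconclusive means maximum activity change between -70% and -50%; inactive means maximum activity change above -50%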; further: on the % scale 0 is the no-effect control and ±100 the full control effect
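U2OS cells transduced with wild-type KCNH2 virus are loaded with FluxOr dye for 45 min, and thallium flux is measured in kinetic reads before and after stimulation buffer. Rate constants are normalized to DMSO controls.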
TSHR antag: human thyrotropin receptor antagonism; P16473; TSHR-expressing cells, TSH-stimulated cAMP HTRF, 2 h; hits give low values; activity change, negative = inhibition, % at 11.5 µM; 0.2% of 330,000 active;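 active means activity change below a set negative limit, meaning inhibition stronger than a set level, cut at about -70% in these data; inconclusive means activity change between two set negative limits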; further: on the % scale 0 is the no-effect control and ±100 the full control effect
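Inhibition of cAMP made by TSHR-expressing cells under TSH stimulation (4nM final, EC80; 2 h, 37 deg C) is quantified with a one-step lysis HTRF kit, anti-cAMP cryptate versus cAMP-d2.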
ELG1 repair inh: inhibitors of ELG1-dependent DNA repair in HEK293T cells; Potency, µM (series often up to 46.1 µM), inactives show at the top dose activity change, negative = inhibition, hits mostly inhibitors; AID 504467; 2.3% of 330,000 active; HEK293T ELG1-luciferase reporter, luminescence, 16 h; DNA damage induced by 5-fluorouridine; further: potency means the concentration at half of the fitted maximal effect; on the % scale 0 is the no-effect control and ±100 the full control effect; nearly all actives have a fitted effect of over 55% in size
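Step one: seed 2,000 cells per well. Step two: pin-transfer compound or DMSO alongside 5-fluorouridine. Step three: incubate 16 hr, 37 °C, 5% CO2. Step four: add ONE-Glo, wait 30 min, read luminescence.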
Eya2 phos inh: inhibitors of human Eya2 phosphatase activity; Potency, µM (highest dose often 76.9 µM), for the others: at the top dose activity, negative = inhibition, most hits filed as inhibitors; AID 488837; recombinant Eya2, OMFP fluorescence dephosphorylation (OMFP is methylfluorescein phosphate); 0.006% of 330,000 active; O00167; further: potency means the concentration at half of the fitted maximal effect; on the % scale 0 is the no-effect control and ±100 the full control effect
Target sequence (O00167 whole entry, looked up): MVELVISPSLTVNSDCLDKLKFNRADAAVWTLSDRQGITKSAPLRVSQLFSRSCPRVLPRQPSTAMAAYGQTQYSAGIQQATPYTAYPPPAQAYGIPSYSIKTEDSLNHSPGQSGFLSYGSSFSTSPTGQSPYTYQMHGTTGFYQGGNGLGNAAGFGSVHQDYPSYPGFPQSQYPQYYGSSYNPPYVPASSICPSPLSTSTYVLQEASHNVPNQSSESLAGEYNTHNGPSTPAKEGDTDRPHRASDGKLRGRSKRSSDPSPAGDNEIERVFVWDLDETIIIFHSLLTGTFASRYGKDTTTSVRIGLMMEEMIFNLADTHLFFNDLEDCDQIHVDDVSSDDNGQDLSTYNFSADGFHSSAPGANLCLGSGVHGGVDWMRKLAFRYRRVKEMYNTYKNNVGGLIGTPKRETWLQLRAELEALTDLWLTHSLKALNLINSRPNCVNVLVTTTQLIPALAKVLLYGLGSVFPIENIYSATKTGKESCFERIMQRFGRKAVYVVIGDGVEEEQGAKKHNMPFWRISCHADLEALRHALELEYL
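Eya2 (0.2 uM) preincubated 10 min at ambient with compound, then OMFP substrate added at 50 uM; 10 min reaction in 50 mM HEPES pH 7.5, 50 mM NaCl, 5 uM MgCl2, 0.05% BSA, 1 mM DTT. Fluorescence read at Ex 485/Em 525 nm.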
TRPV1 agonist: activates the human vanilloid receptor TRPV1. Q8NER1. 0.19% of 320,000 active. activation, % at 8.33 µM. TRPV1-expressing cells, Fluo-8 calcium influx, agonist mode; in the data active means activation above about 80%; inconclusive means between about 30% and that limit; further: 0% is about no effect
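Fluo-8 calcium influx in TRPV1-expressing cells, kinetic read (ex 480/em 520 nm). Compound added and read 3 min for agonist activity, followed by capsaicin at EC20 final and 2 min further read for enhancement.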
The depositor's hits bear a star; ? = inconclusive; . = no result given; [ ] = another dose, or the depositor's remark. Unless noted, the call rests on the fitted dose curve; in most records, active means well fitted curve in the direction sought with a large enough effect; inconclusive means small, poorly fitted or top-dose-only effect, or another doubt; inactive means no such curve, though single readings can be large; an effect the other way counts as inactive or inconclusive.

Structure,TCR act,Mito fusion act,KCNH2 3.1 inh,AT treatment,USP2a inh,hERG WT inh,TSHR antag,ELG1 repair inh,Eya2 phos inh,TRPV1 agonist
O=C(Oc1ccc(N2C(=O)CCC2=O)cc1)c1ccco1,-3.0%,1.6%,5.0,0.7%,2.9%,-5.9,-0.8,-3.6%,-1.8%,2.8
CCOC(=O)c1c(C)c(C(=O)NCc2cccs2)c(C)n1C,-1.4%,3.5%,1.9,-3.3%,1.3%,-6.2,2.4,?,17.7%,2.3
Cn1nnnc1SCC(=O)NNC(=O)c1ccc(F)cc1,1.1%,0.1%,-1.0,-3.9%,1.9%,7.1,2.6,-1.5%,3.0%,-4.0
O=C(CNC(=O)c1ccncc1)Nc1ccc(F)c(F)c1,-3.9%,-0.5%,-0.8,-0.1%,2.0%,-11.9,-2.2,4.1%,-5.1%,0.8
CCN(CC)CCCOc1ccc(C)cc1Br,-6.4%,-1.2%,-4.7,-2.0%,0.2%,16.4,29.9,1.2%,6.2%,-1.1
CCc1noc(C)c1C(=O)N(Cc1ccccc1)c1c(N)n(CCOC)c(=O)[nH]c1=O,0.8%,-10.2%,3.0,7.4%,0.9%,3.9,3.4,-1.2%,-5.0%,0.4
CC(=O)N1CCN(c2ccc(NC(=O)c3cccc(Cl)c3Cl)cc2)CC1,5.3%,-2.7%,8.0,-10.0%,-0.2%,-19.2,-4.4,-26.3%,-15.1%,3.4
CCN(CC)S(=O)(=O)c1ccc2[nH]c(=O)cc(C(=O)N(C)C3CCS(=O)(=O)C3)c2c1 (configuration not stated),.,1.1%,-15.7,4.8%,1.3%,-7.5,-1.6,17.5%,-2.7%,-0.4
COC(=O)c1[nH]cnc1C(=O)c1ccccc1,0.4%,2.2%,-0.5,2.4%,-0.5%,-4.3,-9.7,-11.7%,-6.5%,-1.3
Cc1ccc(C(=O)N/C(=C\c2ccc(-c3ccccc3[N+](=O)[O-])o2)C(=O)NCCN(C)C)cc1,4.3%,-2.1%,-9.1,8.8%,2.7%,1.0,15.0,?,5.5%,-2.9
CN(Cc1cccc(F)c1)C(=O)C1CC(=O)N(c2ccc3c(c2)OCCO3)C1 (configuration not stated),-2.0%,.,0.7,9.3%,5.4%,0.1,.,0.0%,-19.6%,.
CCn1ccnc1CN1CCCC(C(=O)c2ccc3cc(OC)ccc3c2)C1 (configuration not stated),13.8%,-2.2%,-21.4,-1.8%,-4.9%,11.8,0.2,?,-7.1%,10.8
NC(=O)NC(=O)CSc1nnc(-c2ccc(Cl)cc2)n1CC1CCCO1 (configuration not stated),0.6%,4.5%,4.0,2.3%,3.6%,-10.3,17.8,0.0%,-1.0%,-1.3
COc1ccc(NC(=O)CSc2nncn2C)c([N+](=O)[O-])c1,-5.5%,-0.2%,11.6,-4.7%,3.4%,-8.7,0.7,9.3%,-6.0%,-2.0
O=C(NCCN1CCOCC1)c1cc(-c2ccco2)on1,6.1%[46.1 µM],-0.5%,3.9,3.0%,-3.7%,-1.1,-9.3,?,1.5%,2.5
O=C(NCCCNc1ccc([N+](=O)[O-])cc1)C(F)(F)F,5.0%[46.1 µM],.,4.8,0.9%,2.4%,10.0,-1.0,8.8%,-7.7%,8.6

The final 2 entries of the part above open the next one:
Structure,TCR act,Mito fusion act,KCNH2 3.1 inh,AT treatment,USP2a inh,hERG WT inh,TSHR antag,ELG1 repair inh,Eya2 phos inh,TRPV1 agonist
O=C(NCCN1CCOCC1)c1cc(-c2ccco2)on1,6.1%[46.1 µM],-0.5%,3.9,3.0%,-3.7%,-1.1,-9.3,?,1.5%,2.5
O=C(NCCCNc1ccc([N+](=O)[O-])cc1)C(F)(F)F,5.0%[46.1 µM],.,4.8,0.9%,2.4%,10.0,-1.0,8.8%,-7.7%,8.6
Nc1nnc(CSCc2ccccc2)s1,-6.8%,-0.5%,-1.6,-0.5%,-0.7%,5.3,-6.5,6.5%,-0.9%,-2.8
CC1=Nc2ccccc2/C1=C/c1c(N)n2c(S(=O)(=O)CC(C)C)nsc2nc1=O,8.2%,1.0%,.,-12.3%,3.1%,36.3,1.5,14.6%,-11.1%,-6.1
Cc1cccc(CN2CCN(C(=S)Nc3ccccc3)CC2)c1,-7.5%,-1.7%,3.5,-4.8%,-1.4%,-16.8,0.5,3.8%,-5.0%,25.8
O=S(=O)(Nc1nc2ccccc2nc1NCC1CCCO1)c1ccccc1 (configuration not stated),6.7%,7.1%,-3.0,-30.8%,-0.3%,-1.2,4.6,2.7%,3.8%,-1.5
COc1ccc(N2C(=O)C3CCCN3C2c2cccc(F)c2)cc1Cl (configuration not stated),1.3%,-0.4%,2.3,-0.9%,0.4%,0.6,1.9,3.6%,19.8%,0.1
C/C(=N\NC(=O)C1CC1)c1ccc(NC(=O)c2ccc(Br)o2)cc1,.,4.2%,.,-0.4%,-0.5%,.,7.1,?,13.5%,8.4
Cc1cnccc1CNC(=O)CC1C(=O)NCCN1CC(C)(C)C (configuration not stated),-9.5%,-2.6%,4.1,1.1%,10.9%,11.0,6.5,14.1%,4.5%,-7.5
N/C(=N\OC(=O)c1cccs1)C1(c2ccc(Cl)cc2Cl)CC1,3.7%,?,-5.5,15.3%,0.4%,4.2,2.8,-3.6%,-15.9%,0.2
CCCCn1c2ccc(F)cc2c2nnc(SCCN3CCOCC3)nc21,4.6%,27.2%,2.4,9.4%,-3.0%,-19.7,-0.2,-25.3%,9.8%,0.1
COc1ccc2c(=O)c(-c3cnn(-c4ccccc4)c3)c(C)oc2c1,.,-3.7%,4.9,0.0%,4.7%,0.0,-26.8,-0.4%,-30.2%,21.6
COc1ccc(OC)c(S(=O)(=O)Nc2c(C)cccc2C)c1,-3.5%,0.0%,-5.5,1.7%,3.2%,-14.0,-5.9,0.1%,2.9%,-0.7
COc1cccc(NC(=O)N2CCCC2C(=O)NCc2ccc(Cl)cc2)c1 (configuration not stated),-5.5%,-0.6%,-11.2,11.7%,-0.3%,-12.7,0.1,-16.7%,-7.4%,3.0
COc1ccc(CCNC(=O)[C@H](CC(C)C)NC(=O)N2CCn3c2nc2ccccc23)cc1OC,8.4%,-4.3%,-16.8,-0.6%,-1.7%,-2.4,12.3,8.7%,?,-2.4
Cc1cc(Br)ccc1NC(=O)CNC(=O)CN(C)C1CCS(=O)(=O)C1 (configuration not stated),0.8%,-2.4%,-2.0,-8.9%,1.2%,12.3,4.8,5.2%,9.2%,-2.9
Cc1cc(C)nc(-n2nc(C)cc2NC(=O)c2cccc(S(=O)(=O)N3CCOCC3)c2)n1,-1.9%,-0.6%,?,4.1%,-1.8%,-27.8,-3.3,-15.6%,-1.2%,2.5
COc1ccc(-c2noc(CCC(=O)N3CCN(c4cc(C)ccc4C)CC3)n2)cc1,-3.9%,6.8%,-1.3,4.6%,4.2%,-0.6,-24.5,-1.9%,1.4%,6.0
Oc1ccc(/C=N/Nc2ccc(Cl)nn2)c(O)c1O,-0.4%,0.7%,7.7,0.0%,1.6%,3.0,5.8,1.3%,-6.9%,5.3
CCCn1nc(C(=O)Nc2ccc(S(=O)(=O)Nc3nccs3)cc2)c2ccccc2c1=O,-5.5%,2.6%,?,2.2%,3.4%,-2.7,-4.2,-15.2%,2.0%,-1.5
COc1cccc(NC(=O)CN(C)C(=O)Cn2c(=O)oc3ccccc32)c1,3.4%,-1.5%,-1.4,-0.4%,1.3%,-12.3,2.2,10.6%,-0.8%,2.5
CCCCN(C(=O)c1ccc(-c2ccc([N+](=O)[O-])cc2)o1)c1c(N)n(CC(C)C)c(=O)[nH]c1=O,-31.4%,-1.3%,-6.0,1.1%,-3.6%,5.4,7.4,-2.4%,3.0%,0.4
CC(C)(C)C(=O)CN1C(=O)NC(C)(Cc2ccc3c(c2)OCO3)C1=O (configuration not stated),-1.7%,13.6%,-2.3,1.0%,-2.7%,0.7,42.5,7.8%,?,-0.2
CCO[C@@H]1OC(C(=O)O)=C[C@H](C2CC2)[C@H]1CCCO,4.9%,2.6%,14.7,-11.3%,-0.1%,-12.8,5.7,13.6%,-8.4%,0.8

These rows are one share of the data; rates above refer to the full screens.
